# NCI-60 one-dose screen, 48 h, at 10 µM unless noted. Numbers give growth in % (100 = growth as untreated, 0 = no growth, -100 = all killed).
# ACHN: ACHN renal cancer | 4.9% of 81,000 active | AID 1794771
# RXF 393: RXF 393 renal cancer cells. AID 1794773. 6.9% of 77,000 active
# UO-31: UO-31 renal cancer | 5.2% of 81,000 active | AID 1794768
# TK-10: TK-10 renal cancer cells; 3.9% of 81,000 active; AID 1794769
# 786-0: 786-0 renal cancer cells; 5.1% of 81,000 active; AID 1794775
# CAKI-1: CAKI-1 renal cancer. 4.7% of 75,000 active
# NCI-H460: NCI-H460 lung cancer; 6.8% of 82,000 active; AID 1794736
# NCI-H322M: NCI-H322M lung cancer | AID 1794733 | 2.7% of 80,000 active
# NCI-H522: NCI-H522 lung cancer; 8% of 78,000 active
# Numbers without * were called inactive; nt = not tested or not shown; & = joins results of further samples. How the source made its calls: active means growth percent below 10; inactive means the rest.
# Preview:
1. N#Cc1c(-c2ccc(C(F)(F)F)cc2)cc(NCCn2ccnc2)n2c1nc1ccccc12
2. C[C@H]1N[C@@]2(C(=O)Nc3ccccc32)[C@@H](c2ccc(F)cc2)[C@@H]1C(=O)c1ccc(O)cc1
3. Cc1ncc(C(=O)O)c2c1OC(C)(C)OC2
4. CC(=O)c1nn(-c2ccccc2)c(=Nc2ccccc2)cc1C
5. Cc1cc(Cl)cc2c1OCN(c1ccccc1)C2
6. COc1ccc(S(=O)(=O)N2CCN(c3oc(-c4ccccc4)nc3C#N)CC2)cc1
7. CC(C)(C)n1cc(-c2ccnc(NCCCNS(=O)(=O)c3ccc(Cl)cc3)c2)c(-c2cccc(O)c2)n1
8. Cc1cccc(C(=O)C=C(C(F)(F)F)C(F)(F)F)c1
entry no.	1	2	3	4	5	6	7	8
ACHN	88	96	101	87	99	85	8.9*	99
RXF 393	76	nt	104	102	106	92	-12*	109
UO-31	73	77	87	86	84	57	11	98
TK-10	114	131	124	104	103	68	44	97
786-0	92	99	108	107	102	73	-35*	99
CAKI-1	86	91	99	99	91	80	19	102
NCI-H460	97	110	109	101	111	92	-67*	108
NCI-H322M	89	100	112	103	103	88	11	104
NCI-H522	69	94	108	nt	94	68	-56*	nt

9. O/N=C1/CCCc2ccccc21
10. CCN(CC)S(=O)(=O)c1ccc(-c2nc(C(Cl)Cl)nc3cc(C)nn23)cc1
11. Cc1c/c(=N\NC(=O)Nc2ccc(Cl)cc2)oc2cc(O)ccc12
12. CC(C(=O)O)c1ccc(-c2ccccc2)cc1 (stereo not drawn)
13. COC(=O)O[C@H]1CC[C@@]2(C)C(=CC[C@H]3[C@@H]4CC[C@H]([C@H](C)CCCC(C)C)[C@@]4(C)CC[C@@H]32)C1
14. C#CC[N+]1=CN(c2ccc(C)cc2)Cc2cc(C)ccc21
15. COc1ccc(C(C)(C)C)cc1C(=O)c1ccccc1
16. COc1cccc(C=C2C(=O)OC(C)(C)OC2=O)c1
entry no.	9	10	11	12	13	14	15	16
ACHN	96	8.7*	94	98	104	103	103	101
RXF 393	112	13	99	109	118	102	108	101
UO-31	58	46	80	90	100	91	88	87
TK-10	95	79	99	109	96	106	108	97
786-0	112	93	100	107	96	100	97	100
CAKI-1	95	30	100	102	91	85	87	95
NCI-H460	113	8.6*	112	115	99	98	104	104
NCI-H322M	119	57	92	93	105	103	114	114
NCI-H522	71	56	82	94	94	105	101	87

# All compounds of this part (from the top)
1. N#Cc1c(-c2ccc(C(F)(F)F)cc2)cc(NCCn2ccnc2)n2c1nc1ccccc12
2. C[C@H]1N[C@@]2(C(=O)Nc3ccccc32)[C@@H](c2ccc(F)cc2)[C@@H]1C(=O)c1ccc(O)cc1
3. Cc1ncc(C(=O)O)c2c1OC(C)(C)OC2
4. CC(=O)c1nn(-c2ccccc2)c(=Nc2ccccc2)cc1C
5. Cc1cc(Cl)cc2c1OCN(c1ccccc1)C2
6. COc1ccc(S(=O)(=O)N2CCN(c3oc(-c4ccccc4)nc3C#N)CC2)cc1
entry no.	1	2	3	4	5	6
ACHN	88	96	101	87	99	85
RXF 393	76	nt	104	102	106	92
UO-31	73	77	87	86	84	57
TK-10	114	131	124	104	103	68
786-0	92	99	108	107	102	73
CAKI-1	86	91	99	99	91	80
NCI-H460	97	110	109	101	111	92
NCI-H322M	89	100	112	103	103	88
NCI-H522	69	94	108	nt	94	68

7. CC(C)(C)n1cc(-c2ccnc(NCCCNS(=O)(=O)c3ccc(Cl)cc3)c2)c(-c2cccc(O)c2)n1
8. Cc1cccc(C(=O)C=C(C(F)(F)F)C(F)(F)F)c1
9. O/N=C1/CCCc2ccccc21
10. CCN(CC)S(=O)(=O)c1ccc(-c2nc(C(Cl)Cl)nc3cc(C)nn23)cc1
11. Cc1c/c(=N\NC(=O)Nc2ccc(Cl)cc2)oc2cc(O)ccc12
12. CC(C(=O)O)c1ccc(-c2ccccc2)cc1 (stereo not drawn)
entry no.	7	8	9	10	11	12
ACHN	8.9*	99	96	8.7*	94	98
RXF 393	-12*	109	112	13	99	109
UO-31	11	98	58	46	80	90
TK-10	44	97	95	79	99	109
786-0	-35*	99	112	93	100	107
CAKI-1	19	102	95	30	100	102
NCI-H460	-67*	108	113	8.6*	112	115
NCI-H322M	11	104	119	57	92	93
NCI-H522	-56*	nt	71	56	82	94

13. COC(=O)O[C@H]1CC[C@@]2(C)C(=CC[C@H]3[C@@H]4CC[C@H]([C@H](C)CCCC(C)C)[C@@]4(C)CC[C@@H]32)C1
14. C#CC[N+]1=CN(c2ccc(C)cc2)Cc2cc(C)ccc21
15. COc1ccc(C(C)(C)C)cc1C(=O)c1ccccc1
16. COc1cccc(C=C2C(=O)OC(C)(C)OC2=O)c1
17. O=[N+]([O-])c1cccc(S(=O)(=O)OCCOc2ccccc2)c1
18. Brc1ccc(Nc2csc(-c3ccccn3)n2)cc1
entry no.	13	14	15	16	17	18
ACHN	104	103	103	101	103	82
RXF 393	118	102	108	101	106	106
UO-31	100	91	88	87	70	52
TK-10	96	106	108	97	116	119
786-0	96	100	97	100	104	99
CAKI-1	91	85	87	95	100	64
NCI-H460	99	98	104	104	114	97
NCI-H322M	105	103	114	114	107	84
NCI-H522	94	105	101	87	95	79

19. COc1cc(CC2=C(N(C)c3ccccc3)COC2=O)cc(OC)c1OC
20. CCN(CC)CC(C)(C)C=O
21. O=C(/C=C(O)/C=C/c1ccc(OC(F)(F)F)cc1)/C=C/c1ccc(OC(F)(F)F)cc1
22. CC(C)=CCC/C(C)=C/CC/C(C)=C/CC/C=C(\C)CC/C=C(\C)CCC(=O)Nc1ccn(C2OC(CO)C(O)C2(F)F)c(=O)n1 (stereo not drawn)
23. NNc1ncnc2c1ncn2C1OC(CO)C(O)C1O (stereo not drawn)
24. CCC(CC)COC(=O)c1ccccc1Cl
entry no.	19	20	21	22	23	24
ACHN	104	108	100	6.7*	15	110
RXF 393	100	101	103	nt	nt	129
UO-31	88	97	65	3.3*	38	93
TK-10	111	112	114	nt	53	110
786-0	108	109	96	-11*	36	109
CAKI-1	93	97	84	-21*	36	105
NCI-H460	97	108	99	6.9*	2.1*	103
NCI-H322M	91	109	97	nt	40	104
NCI-H522	96	106	93	26	20	105

25. O=C(CCC(=O)c1nc2ncccc2[nH]1)NN1C(=O)CSC1c1cccc([N+](=O)[O-])c1 (stereo not drawn)
26. ClCCOCOc1ccc2ccccc2c1
27. COC(=O)C1(O)NC(=C(C#N)C#N)C(C#N)=C1C(=O)/C=C/c1ccccc1 (stereo not drawn)
28. CCCCC(CC)Cn1c(=O)cc(C)c2ccccc21 (stereo not drawn)
29. CCOC(=O)c1csc(-c2ccc(COC(=O)c3ccccc3)o2)n1
30. COc1ccc(C(=O)c2cc(C(C)=O)c3cc(N(C)C)ccn23)cc1OC
entry no.	25	26	27	28	29	30
ACHN	95	103	91	96	95	80
RXF 393	76	112	105	117	106	99
UO-31	63	80	67	73	84	72
TK-10	117	105	130	99	107	122
786-0	95	114	112	89	102	103
CAKI-1	86	119	nt	57	81	82
NCI-H460	102	113	110	97	109	68
NCI-H322M	99	122	92	85	93	98
NCI-H522	97	113	101	79	nt	75

31. O=Cc1ccc[n+](CC(=O)c2ccc(Br)cc2)c1
32. C=C1CCC2C3(C)COC(c4ccco4)OC3CCC2(C)C1CC(Sc1ccccc1)C1=CCOC1=O (stereo not drawn)
33. COc1cc(-c2nc3sc(C4CC4)nn3c2-c2ccc(C(F)(F)F)cc2)cc(OC)c1OC
34. CN1CCCC(n2nc(Cc3ccc(Cl)cc3)c3ccccc3c2=O)CC1 (stereo not drawn)
35. CN1C(=O)C2(Nc3ccccc3-c3ccnn32)c2ccccc21 (stereo not drawn)
36. CCOC(=O)c1csc(NC(=S)Nc2ccc(OC)cc2)n1
entry no.	31	32	33	34	35	36
ACHN	99	70	72	75	101	104
RXF 393	100	96	75	81	105	97
UO-31	87	52	52	48	73	92
TK-10	100	123	69	68	96	99
786-0	100	63	57	64	94	101
CAKI-1	nt	88	40	78	89	nt
NCI-H460	107	105	92	100	107	107
NCI-H322M	109	92	77	93	103	101
NCI-H522	82	7.0*	54	56	91	60

37. Cc1c(C(=O)Nc2ccc([N+](=O)[O-])cc2)sc(N)c1C#N
38. CC(=O)Oc1ccc2ccccc2c1CN(Cc1ccccc1)C(C)=O
39. CCOC(=O)c1ccnc2ccc(O)cc12
40. CCCCOc1nc2ccc([N+](=O)[O-])cc2s1
41. CC(=O)NC1CC(=O)N(c2ccccc2)C1=O (stereo not drawn)
42. CCOC(=O)c1ccc2n1CCc1cnc(N)nc1-2
entry no.	37	38	39	40	41	42
ACHN	76	96	91	101	101	102
RXF 393	136	100	91	85	101	117
UO-31	46	73	103	72	86	95
TK-10	96	102	110	107	100	90
786-0	81	100	105	81	96	95
CAKI-1	50	nt	99	100	99	92
NCI-H460	95	104	101	98	106	112
NCI-H322M	81	92	118	100	98	102
NCI-H522	29	61	nt	84	88	94

43. Cc1nn(-c2nc3ccccc3[nH]2)c(N)c1-c1ccc(Cl)cc1
44. CC1=C(C)C(=O)C(N2CCN(c3ccc(C)cc3)CC2)=C(Cl)C1=O
45. N#Cc1cnn2c1NC1=C(CCc3ccccc31)C2c1ccc(Cl)cc1 (stereo not drawn)
46. CN1CCN(C(=O)[C@@]2(C)CC[C@]3(C)CC[C@]4(C)C(=CC[C@@H]5[C@@]6(C)CCC(=O)C(C)(C)[C@@H]6CC[C@]54C)[C@@H]3C2)CC1
47. CCNc1nnnn1CC
48. COc1c(O[C@H]2O[C@@H](CO)[C@@H](O)C(O)C2O)cc2oc3cc(O)c(CC=C(C)C)c(O)c3c(=O)c2c1CC=C(C)C (stereo partly drawn)
entry no.	43	44	45	46	47	48
ACHN	36	90	90	89	110	104
RXF 393	64	nt	93	75	106	96
UO-31	15	78	68	71	108	91
TK-10	67	164	111	85	106	107
786-0	64	110	99	83	nt	105
CAKI-1	22	nt	76	83	99	104
NCI-H460	21	101	95	86	106	101
NCI-H322M	40	94	97	91	105	103
NCI-H522	52	74	83	80	106	91

49. CCc1ccc(NC(=O)N[C@@H](Cc2cccc(F)c2)C(=O)N[C@@H]2C(=O)N3CCC[C@H]3C(=O)N3CCCC[C@H]3C(=O)N[C@@H](CO)C(=O)N3C[C@H](C)C[C@H]3C(=O)O[C@H]2C)c(F)c1
50. COc1ccc(NC(=O)c2sc3ncc(Cl)cc3c2N)cc1
51. O=C1Nc2ccccc2C1=Nc1ccccc1-c1ccccc1
52. C#Cc1nc(/C=C/C(=O)NO)cs1
53. CCC(C)C(CC)C(N)=O (stereo not drawn)
54. N#C/C(=C\c1ccc(-c2cccc(C(F)(F)F)c2)o1)c1ccccc1
entry no.	49	50	51	52	53	54
ACHN	32	92	64	-82*	103&103	85
RXF 393	-12*	98	101	-69*	106&110	101
UO-31	29	83	55	-94*	89&101	69
TK-10	61	73	110	43	105&98	150
786-0	44	91	90	-77*	99&100	100
CAKI-1	18	85	47	-95*	nt	69
NCI-H460	14	88	55	63	114&113	97
NCI-H322M	51	101	nt	82	97&105	86
NCI-H522	20	83	72	-60*	95&95	85

55. O=C(Nc1ccc(Nc2cc(-c3ccccc3)ncn2)cc1)Nc1cc(C(F)(F)F)ccc1F
56. CCOC(=O)CC1(C)Nc2ccccc2-c2ccnn21 (stereo not drawn)
57. O=C(O)c1ccc([N+](=O)[O-])cc1Sc1ccsc1
58. FC(F)(F)c1ccc(-c2ncc(-c3ccc(C(F)(F)F)cc3)c(NC3CCCCCC3)n2)cc1
59. COc1ccc2c(c1)nnn1c3ncccc3c(N=O)c21
60. Cc1noc(N)c1C(=O)Nc1ccc(Cl)cc1
entry no.	55	56	57	58	59	60
ACHN	37	88	103	106	-31*	106
RXF 393	48	105	100	107	nt	nt
UO-31	37	68	77	82	-99*	93
TK-10	68	125	110	100	-15*	89
786-0	42	104	102	98	-63*	87
CAKI-1	40	86	89	114	nt	93
NCI-H460	48	103	119	97	-70*	110
NCI-H322M	68	87	103	93	31	107
NCI-H522	23	nt	100	83	-86*	87

61. CC(=O)c1ccc[n+](Cc2c(Cl)cccc2Cl)c1
62. CCNC1(NC#N)CCCCC1
63. CC12CC[C@@H]3[C@]4(C)COC(c5ccc(Br)cc5)O[C@@H]4CC[C@@]3(C)[C@@H]1CC(C1=CCOC1=O)O2 (stereo partly drawn)
64. COc1cc(/C=C/C(=O)c2cc(NC(=O)c3ccc4cc(-c5cccc(Cl)c5)ccc4c3)ccc2O)cc(OC)c1OC
65. S=c1sscc1-c1ccccc1
66. C=CCN1C(=O)/C(=c2\sc3n(c2=O)C2C(NN=3)N(CC)C(=O)N2CC)c2ccccc21 (stereo not drawn)
entry no.	61	62	63	64	65	66
ACHN	107	111	82	106	108	38
RXF 393	144	108	93	89	117	7.2*
UO-31	81	91	52	67	73	48
TK-10	100	141	73	124	103	61
786-0	103	100	87	99	109	32
CAKI-1	87	96	75	78	110	43
NCI-H460	106	113	74	94	109	9.1*
NCI-H322M	106	113	89	105	110	49
NCI-H522	95	123	63	81	99	-16*

67. CCC(C)CC(C)C(=O)C1=C(O)/C(=C\c2ccc(O)cc2)NC1=O (stereo not drawn)
68. C=C1SC(=Nc2ccc(Cl)cc2)N(c2nc(Cl)nc(Cl)n2)C12CCCCC2
69. O=C1CCC23OC=CC2C2(Nc4ccccc4NC2=O)c2cc(F)ccc2N13 (stereo not drawn)
70. Cc1nc(-c2ccccc2O)n(-c2ccccn2)n1
71. Cc1ccc2c(c1)sc1nncn12
72. O=C(O)Cc1c[nH]c2ccccc12
entry no.	67	68	69	70	71	72
ACHN	93	98	99	108	96	102
RXF 393	87	118	111	104	109	101
UO-31	88	80	75	100	68	73
TK-10	121	127	130	106	102	121
786-0	109	107	100	nt	105	109
CAKI-1	93	106	nt	100	97	103
NCI-H460	98	109	111	103	105	105
NCI-H322M	108	106	100	103	110	93
NCI-H522	98	76	92	112	87	95

# High-throughput results: PubChem BioAssay, NCI
